PTAP TSG101 blk: blocks PTAP/TSG101 interaction to inhibit HIV-1 budding; 340,000 tested, under 10 active; Fluorescence polarization, FITC-PTAP peptide / Tsg101 binding; Potency, µM (top dose mostly 115 µM), inactives show at the top dose activity change, negative = inhibition, hits mostly inhibitors; active = well fitted inhibition curve with a large enough effect in the main read-out, with a control signal flat, not every such curve was filed as active; inconclusive = small, poorly fitted or top-dose-only effect, or effect the other way, or a change in a side signal; inactive = no such curve, though single readings can be large or run the other way; also: potency is read from the fitted curve at half-maximal effect; % of control where 0% means no effect
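Compounds were pin-transferred onto Tsg101 binding domain (10 uM final) in HEPES pH 7.5 buffer, then FITC-PTAP peptide was added at 50 nM final. After 20 min at RT, polarization reported peptide displacement across a qHTS concentration series.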
S-ASM inh: blocks human secretory acid sphingomyelinase; actives 0.006% (n = 340,000); P17405; placental ASM, HMU-PC fluorogenic substrate, 60 min; AID 504937; Potency, µM (highest dose often 57.5 µM), for the others: at the top dose activity change, negative = inhibition, actives largely listed as inhibitors; also: potency is read from the fitted curve at half-maximal effect
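Human placenta-derived ASM enzyme was preincubated with compound for 10 minutes at room temperature, then given fluorogenic substrate HMU-PC0 (9 uM final) for 60 minutes at 37 °C; a pH 10 stop preceded fluorescence reading at Ex 386/Em 447 nm.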
Giardia kill: kills Giardia lamblia; Giardia lamblia trophozoite viability; activity change, % at 7.66 µM, hits read low; actives 0.15% (n = 340,000); in the data active = activity change below about -80%; inconclusive = between about -30% and that limit;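 also: parasites exposed to compound for two days anaerobically before the ATP read; % is scaled to controls: 0 for no effect and ±100 for the full control effect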
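Trophozoites 100 cells/well + cpd; 48 hrs, 37 deg C, anaerobic. ATPLite 1-Step added, 15-30 min RT, luminescence read (ATP-based viability).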
Menin-MLL TR inh: displaces Texas Red mutant MLL peptide from human menin; Menin + Texas Red MLL mutant peptide, fluorescence polarization; O00255; Potency, µM (top dose mostly 61.6 µM), inactives show top-dose FP activity change, negative = inhibition, most hits filed as inhibitors; AID 1768; actives 0.23% (n = 270,000); active = well fitted inhibition curve with a large enough effect in the polarisation, with a control signal flat, not every such curve was filed as active; inconclusive = small, poorly fitted or top-dose-only effect, or effect the other way, or a change in a side signal; inactive = no such curve, though single readings can be large or run the other way; the % refers to the polarisation; also: potency is read from the fitted curve at half-maximal effect; % of control where 0% means no effect; many of its hits are not listed in these tables
B2AR arrestin: recruits beta-arrestin to the human beta2-adrenergic receptor. AID 492947. P07550. beta-arrestin recruitment to beta2AR, cell-based reporter. Potency, µM (highest dose often 46.1 µM), for the others: at the highest dose activation, usual class: activators. actives 0.02% (n = 330,000);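 also: potency is read from the fitted curve at half-maximal effect; 0% = DMSO controls and full agonism = EC100 isoproterenol or metaproterenol; nearly all actives have a fitted effect of over 65% in size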
Integrin act MD: activators of alpha7 integrin expression for muscular dystrophy | actives 0.064% (n = 350,000) | alpha7betagal myoblasts, beta-gal FDG fluorescence, 48 h | Potency, µM (top dose mostly 38.3 µM), without a hit: at the highest dose activation, usual class: activators;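 also: potency is read from the fitted curve at half-maximal effect; 100% = response of the positive control SU9516; nearly all actives have a fitted effect of over 60% in size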
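Alpha7betagal+/- myoblasts (passage 13) were plated 16-24 hr, then exposed to compounds (1:260 dilution of DMSO stock) for 48 hours at 37C. After MPER lysis, β-galactosidase reporter activity was read as FDG fluorescence (ex 480/em 540) after 30 minutes.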
GALK inhibitor: blocks human galactokinase activity; P51570; Purified GALK, Kinase-Glo residual ATP luminescence; Potency, µM (series often up to 57.5 µM), without a hit: at the top dose activity change, negative = inhibition, actives largely listed as inhibitors; actives 0.007% (n = 270,000); also: potency is read from the fitted curve at half-maximal effect; % is scaled to controls: 0 for no effect and ±100 for the full control effect
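Quantitative HTS: GALK 5 nM, ATP 35 uM, galactose 100 uM, 1 h room temperature, then luciferase-based ATP detection.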
BCR signal inh: chronic active BCR signaling inhibition. ABC-DLBCL IkBa-CBG/CBR reporter, luminescence ratio, 4 h. Potency, µM (top dose mostly 46.1 µM), inactives show at the highest dose ratio change, negative = lower green/red ratio, actives largely listed as inhibitors. actives 0.05% (n = 340,000); active = well fitted inhibition curve with a large enough effect in the signal ratio, with a control signal flat, not every such curve was filed as active; inconclusive = small, poorly fitted or top-dose-only effect, or effect the other way, or a change in a side signal; the % refers to the signal ratio;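 also: potency is read from the fitted curve at half-maximal effect; plate controls were basal doxycycline-induced cells for no effect and cells given 10 µM MG132 for full effect; MG132 reads +100%, hits lower the ratio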
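Cell line TMD8 (human ABC DLBCL), stably expressing tet-inducible CBG68-IkBa fusion and CBR; IMDM/0.5% FBS; cpd up to 46 uM; dox induction, 4 h, 37C/5% CO2; dual luminescence; green/red ratio; MG132 control.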
Coupling enz: coupling enzyme interference in Giardia aldolase counter-screen | actives 0.67% (n = 290,000) | coupling enzyme system counterscreen, AmpLite Red fluorescence | AID 2472 | activity change, negative = inhibition, % at 58.2 µM, hits read low; in the data active = activity change below about -30%; also: % is scaled to controls: 0 for no effect and ±100 for the full control effect
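Final compound at 57.5 uM, incubated 10 min at RT with coupling enzyme reagent (glyceraldehyde-3-phosphate), then 20 min with substrate and AmpLite Red detection. Fluorescence read at 525/598 nm; tests interference with the coupling assay, not aldolase inhibition.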
PKM2 act: activators of human pyruvate kinase M2; actives 0.34% (n = 260,000); AID 1631; P14618; Potency, µM (highest dose often 57.5 µM), without a hit: at the top dose activation, actives largely listed as activators; purified PKM2, Kinase-Glo ATP luminescence, activation; response scale: 0% is enzyme alone, no compound; also: potency is read from the fitted curve at half-maximal effect; % is scaled to controls: 0 for no effect and ±100 for the full control effect; nearly all actives have a fitted effect of over 55% in size
Target sequence (P14618 whole entry, looked up): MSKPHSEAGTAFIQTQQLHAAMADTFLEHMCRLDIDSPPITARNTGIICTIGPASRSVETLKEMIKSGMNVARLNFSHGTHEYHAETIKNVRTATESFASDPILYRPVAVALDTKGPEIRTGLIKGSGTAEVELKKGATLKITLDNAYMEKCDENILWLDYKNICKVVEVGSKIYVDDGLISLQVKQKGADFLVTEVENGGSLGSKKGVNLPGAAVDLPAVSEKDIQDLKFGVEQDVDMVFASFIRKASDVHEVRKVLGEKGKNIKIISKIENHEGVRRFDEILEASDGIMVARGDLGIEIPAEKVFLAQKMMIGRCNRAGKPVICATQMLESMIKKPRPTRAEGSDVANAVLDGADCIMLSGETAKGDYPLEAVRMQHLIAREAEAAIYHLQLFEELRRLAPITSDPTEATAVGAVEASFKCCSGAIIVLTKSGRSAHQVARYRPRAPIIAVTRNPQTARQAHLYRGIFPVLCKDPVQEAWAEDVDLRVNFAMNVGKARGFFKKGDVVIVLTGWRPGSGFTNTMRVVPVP
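ATP formation by purified human PK-M2, quantified via coupled luciferase luminescence after 1 h at room temperature with 0.1 mM ADP and 0.5 mM PEP final.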
Tb PFK inh: inhibitors of T. brucei phosphofructokinase; actives 0.17% (n = 330,000); Potency, µM (top dose mostly 57.5 µM), without a hit: at the highest dose activity, negative = inhibition, hits mostly inhibitors; O15648; T. brucei PFK, ADP-Glo luminescence; AID 485367;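 also: potency is read from the fitted curve at half-maximal effect; 0% = uninhibited 1x PFK enzyme wells and -100% = no-enzyme wells; nearly all actives have a fitted effect of over 60% in size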
Target sequence (O15648 whole entry, looked up): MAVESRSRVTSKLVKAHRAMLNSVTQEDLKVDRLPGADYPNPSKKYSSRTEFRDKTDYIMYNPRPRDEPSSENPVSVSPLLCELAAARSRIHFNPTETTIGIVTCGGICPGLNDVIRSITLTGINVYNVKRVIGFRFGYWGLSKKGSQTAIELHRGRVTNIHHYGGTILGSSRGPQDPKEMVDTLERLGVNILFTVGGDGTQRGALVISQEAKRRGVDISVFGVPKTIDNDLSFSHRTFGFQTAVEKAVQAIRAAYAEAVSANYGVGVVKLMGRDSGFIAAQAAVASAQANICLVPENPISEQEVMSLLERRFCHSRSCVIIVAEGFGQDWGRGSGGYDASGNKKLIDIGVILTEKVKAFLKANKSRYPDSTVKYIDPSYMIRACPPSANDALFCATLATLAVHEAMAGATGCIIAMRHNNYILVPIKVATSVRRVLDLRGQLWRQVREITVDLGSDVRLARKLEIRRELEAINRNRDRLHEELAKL
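PFK 1.25 nM, F6P 0.5 mM, ATP 0.1 mM, 0.1 M TEA pH 8.0, 5 mM MgCl2, 0.01% Tween20, 0.1% BSA; 45 min RT. ADP-Glo readout. qHTS titration up to 57 uM; curves fitted, compounds curve-classed.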
* = called active by the depositor; u = inconclusive; x = no result given; [ ] = remark or other dose. Unless noted, calls follow the shape of the dose curve; as a rule, active = well fitted curve in the direction sought with a large enough effect; inconclusive = small, poorly fitted or top-dose-only effect, or another doubt; inactive = no such curve, though single readings can be large; an effect the other way counts as inactive or inconclusive. The list is partial; count on the stated rates, not on these rows.

SMILES	PTAP TSG101 blk	S-ASM inh	Giardia kill	Menin-MLL TR inh	B2AR arrestin	Integrin act MD	GALK inhibitor	BCR signal inh	Coupling enz	PKM2 act	Tb PFK inh
CC(=O)c1ccc(NC(=O)COC(=O)/C=C/c2cccs2)cc1	-2.9%	-5.1%	6.9	x	-0.8%	22.8%	x	-6.4%	x	x	-4.9%
O=C(NC(=S)Nc1ccccc1N1CCCC1)c1cccc(F)c1	0.7%	-1.1%	18.3	2.2%	0.4%	-3.9%	1.9%	u	-6.5	-2.0%	7.3%
CC(C(=O)NCC1CCCCC1)N1CCN(S(=O)(=O)/C=C/c2ccccc2)CC1 (stereo unspecified)	-4.2%	5.4%	-6.1	7.5%	4.8%	36.4%	-0.2%	-1.3%	3.7	3.6%	-3.5%
CC1(C)Cc2ccccc2C(CSc2ccccc2C(=O)O)=N1	-9.2%	2.8%	9.1	-19.2%	-0.3%	10.2%	5.0%	u	0.0	-1.8%	-3.0%
CC1(C(=O)O)CCC(C(=O)Nc2ccc3ccccc3c2)C1(C)C (stereo unspecified)	-4.5%	-5.4%	8.3	-9.3%	-2.0%	-1.7%	-5.8%	9.4%	2.5	-4.4%	0.2%
CSCC[C@H](Nc1ncnc2sc(C)c(C)c12)C(=O)O	-5.4%	6.5%	21.5	-6.2%	0.1%	18.5%	0.1%	0.7%	6.4	-14.0%	-0.3%
COc1ccc2sc(N(CCCN(C)C)C(=O)c3ccc(S(=O)(=O)N(C)C4CCCCC4)cc3)nc2c1	-0.9%	-4.2%	5.6	x	0.0%	2.5%	x	u	x	x	4.4%
Clc1ncc(CN2CCN(Cc3ccccc3)CC2)s1	-2.3%	0.9%	2.8	10.0%	-0.2%	-6.8%	1.4%	8.1%	2.4	2.7%	-5.1%
CN(c1ccc(OCC(=O)OCC(=O)Nc2ccc(Br)cc2)cc1)S(=O)(=O)c1cccs1	-0.5%	-2.6%	4.5	u	-0.8%	u	0.0%	-3.1%	-1.0	-5.1%	0.3%
O=C(c1ccc(Cl)cc1)c1cnc(-c2ccc(Cl)cc2)s1	-6.7%	2.4%	-2.4	x	-4.1%	1.9%	-0.1%	u	2.0	-1.6%	-2.3%
CN(C(=O)CSc1nnc(-c2ccco2)n1C)C1CCCCC1	-0.5%	2.5%	0.2	x	-0.5%	10.5%	x	-2.9%	x	x	1.2%
CCCNC(=O)Cc1cc(=O)[nH]c(=O)[nH]1	-6.7%	4.5%	-5.2	-2.8%	-2.3%	-5.5%	0.6%	0.5%	0.5	-0.2%	3.1%
Cc1cccc(C)c1NC(=O)C1CC(=O)N(C(C)C)C1 (stereo unspecified)	-1.7%	-0.2%	11.4	9.6%	-0.7%	-6.1%	-1.9%	0.2%	0.2	-2.4%	0.2%
CCOC(=O)COc1ccc(/C=C2\NC(=S)N(CC)C2=O)cc1	-1.9%	x	18.4	-3.0%	-0.4%	12.4%	-1.2%	u	3.6	-4.8%	4.1%
CCOc1ccc(/C=N/n2cnnc2)cc1	-8.7%	-1.9%	16.6	15.7%	0.2%	3.5%	-0.2%	u	0.8	-1.9%	-5.1%
CC(C)N1C(=O)CC(Nc2cccc3cccc(N)c23)C1=O (stereo unspecified)	-0.1%	7.9%	12.9	u	-0.9%	-22.5%	6.5%	-2.9%	-29.9	-5.2%	-1.8%
O=C(CSc1nnc(NC(=O)CN2CCOCC2)s1)Nc1ccccc1	-5.5%	-3.3%	22.4	6.4%	-0.4%	-6.7%	-1.7%	-3.9%	3.8	4.7%	4.0%
OC(C#CCN1CCCCC1)(c1ccccc1)c1ccccc1	-1.9%	3.8%	17.6	2.7%	-0.4%	5.5%	-10.7%	2.5%	4.7	0.8%[11.5 µM]	1.1%
O=C(N/N=C/C=C/c1ccccc1)c1cc(C2CC2)[nH]n1	-6.7%	-0.1%	4.7	x	-0.6%	3.3%	x	-2.7%	2.2	-0.1%	-3.0%
S=c1[nH]nc(COc2ccccc2)n1/N=C/c1ccccc1Cl	-7.6%	38.9%	-17.1	u	-0.7%	-17.8%	-3.4%	u	3.5	x	3.4%
CCN(Cc1ccc2c(c1)OCCO2)C(=O)CSc1nc(C)nc2sc(C)c(C)c12	0.7%	-7.9%	2.7	x	0.1%	9.7%	x	u	x	x	-2.3%
CCOC(=O)c1cnn(-c2ncnc3sc(CC)cc23)c1N	-1.9%	-4.5%	23.6	-3.2%[11.7 µM]	-0.3%	19.0%	1.3%	4.8%	1.7	10.4%	1.8%
COc1cccc(N2CCN(CC(=O)Nc3ccccc3C(=O)NCCc3ccccc3)CC2)c1	-0.6%	-0.1%	-16.9	x	-3.3%	-25.1%	x	-2.0%	x	x	-4.7%
CC(=O)Nc1ccc(S(=O)(=O)Nc2nc3ccccc3nc2N2CCCCCC2)cc1	-0.4%	-0.6%	3.6	u	-0.4%	9.7%	2.3%	-2.7%	12.4	-3.2%	1.8%
CC(=O)/C(=C/N(C)C)Sc1ccc(C)cc1	-3.2%	20.6%	-4.2	-7.1%	-0.2%	22.9%	-2.6%	u	0.4	1.2%	1.4%
O=C(NCCc1ccccc1)c1ccc(CS(=O)(=O)c2ccc(Br)cc2)o1	-0.4%	-8.3%	-2.2	x	0.3%	u	-4.1%	2.8%	x	x	-1.9%
CSc1nc(C2CC2)cc(-c2cccs2)c1C#N	-1.6%	-2.2%	3.5	25.3%	0.1%	18.9%	-1.1%	u	6.9	-0.9%	11.4%[0.46 µM]
O=C(Nc1ccccc1)Nc1ncc([N+](=O)[O-])s1	3.4%	-1.9%	u	u	0.0%	-75.3%[inhibitor]	-0.2%	u	-3.1	-8.2%	-1.3%
C/C(=C1/SC(=S)N(CCC(=O)O)C1=O)c1ccc(O)cc1	-7.3%	-1.2%	-5.5	2.9%	-0.3%	-7.1%	-0.4%	u	6.3	3.4%	u
C=CCn1c(SCC(=O)OCc2ccccc2)nc2c1c(=O)n(C)c(=O)n2C	-3.2%	1.3%	6.9	-8.5%	0.0%	-6.7%	-1.6%	u	0.5	-8.3%	17.1%
c1cc2c3c(cccc3c1)C(N1CCCCCC1)=N2	-0.6%	-2.0%	-1.0	-20.1%	-0.7%	-23.8%	4.2%	-0.1%	-22.7	4.7%	2.8%
O=C(c1ccc(Cl)cc1)N1CCC(O)(CSc2ccccc2)CC1	-5.8%	-3.6%	-11.6	7.7%	-0.5%	1.3%	0.0%	-7.3%	5.6	5.2%	0.1%
CCOc1ccc(S(=O)(=O)N(C)c2ccc(OCC(=O)Nc3nccs3)cc2)cc1	-2.9%	-7.3%	1.8	9.2%	-0.7%	-6.7%	0.8%	u	0.6	3.5%	0.9%
COc1ccc(C(=O)C2CCCN(C(=O)c3ccccc3C(C)=O)C2)cc1F (stereo unspecified)	-0.6%	-2.0%	20.7	-26.3%	0.3%	-4.2%	-1.6%	u	0.6	2.9%	-2.4%
COc1ccccc1C(=O)O/N=C(\N)c1ccc(Cl)cc1	-0.9%	-0.3%	0.6	x	-1.0%	-0.6%	-3.3%	u	-1.2	-12.0%	-4.3%
CCOc1cc(/C=N/NC(=O)COc2nc(C)cc(COC)c2C#N)ccc1O	-6.5%	3.1%	1.7	-4.0%	0.2%	39.4%	0.2%	u	1.8	2.0%	-2.8%
CN1CCN(c2ccc(S(=O)(=O)N3CCCCC3)cc2NC(=O)Cc2c(F)cccc2Cl)CC1	-6.5%	-2.6%	-18.7	x	-0.6%	-33.1%	x	-7.5%	x	x	-0.1%
CCn1c(/C=C/c2cccc([N+](=O)[O-])c2)nc2ccccc2c1=O	-5.9%	-3.5%	0.8	10.8%	0.3%	-11.7%	x	-12.6%	-0.3	3.6%	-8.9%
CCCCOC1(c2ccccc2)OC(=O)c2ccccc21 (stereo unspecified)	x	2.6%	4.1	-14.0%	-0.3%	-17.1%	-2.9%	2.6%	-1.1	-3.5%	6.0%
Cc1c(C(=O)NCc2cccs2)oc2ccc(Br)cc12	-3.2%	-8.3%	-20.9	-4.1%	-0.1%	13.9%	-1.9%	u	0.5	0.7%	0.0%

Assay outcomes deposited in PubChem BioAssay by National Center for Advancing Translational Sciences (NCATS).
